Assay outcomes from PubChem BioAssay.
HTR5A inv ctr: HTR5A inverse agonism, opioid heterodimer counter-screen; actives 0.083% (n = 340,000); P47898; AID 504634; inhibition, % at 9.3 µM; HTR5A cell line, luminescence; in the data active = inhibition mostly above about 23%, no sharp cut-off; inactive = mostly below about 18%;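 also: 0% = cells with DMSO and 100% = no-cell wells with DMSO; some compounds called inactive have numbers as strong as hits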
Target sequence (P47898 whole entry, looked up): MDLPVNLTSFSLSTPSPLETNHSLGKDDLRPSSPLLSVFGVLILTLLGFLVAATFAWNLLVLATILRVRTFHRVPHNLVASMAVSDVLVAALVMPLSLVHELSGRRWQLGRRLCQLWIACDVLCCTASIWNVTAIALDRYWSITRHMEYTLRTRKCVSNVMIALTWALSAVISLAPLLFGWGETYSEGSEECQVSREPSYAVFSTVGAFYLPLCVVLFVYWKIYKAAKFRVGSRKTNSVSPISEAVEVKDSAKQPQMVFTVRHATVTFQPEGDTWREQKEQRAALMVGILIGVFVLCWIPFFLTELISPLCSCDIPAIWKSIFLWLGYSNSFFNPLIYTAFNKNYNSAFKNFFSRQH
SUMO Mot1 rescue: blocks SUMOylation pathway, rescuing yeast Mot1-301 growth. S. cerevisiae Mot1-301 growth rescue, ATP luminescence, 38.5C; percent above DMSO median, 100 means doubled. growth rescue, % at 18.8 µM. actives 1% (n = 320,000);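 active = every valid replicate shows activation above 250% relative to neutral control wells; inactive = the rest, any valid replicate at or below 250%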;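 also: OY570 slx delta 5 strain wells were the positive control but not used for scaling; some compounds called inactive have numbers as strong as hits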
PKA-R1A act: PKA-R1A complex activation; P00514+P68181; PKA-R1A dissociation, Cy5-IP20 fluorescence polarization; scaled: DMSO 0%, 113 µM cGMP 100%; activation, % at 11.4 µM; actives 0.083% (n = 340,000); AID 504707;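 active = percent activation above the mean of all tested compounds plus 3 SD, cut at about 19% in these data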;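 also: higher means more PKAc released from R1A so a rise in polarization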
OPRM1-OPRD1 inv: inverse agonist of human OPRM1-OPRD1 heterodimerization. AID 504357. P35372+P41143. inhibition, % at 9.3 µM. actives 0.21% (n = 340,000). cell-based MOR-DOR heterodimer luminescence, inverse agonism; in the data active = inhibition above about 22%, passing the limit was not always enough;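 also: 0% = cells with DMSO and 100% = wells without cells with DMSO; values of inactives mirror those of a sister screen read the other way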
AddAB inh: less growth of phage-infected E. coli with AddAB; actives 0.29% (n = 330,000); inhibition, % at 11.9 µM; E. coli expressing H. pylori AddAB, absorbance growth; AID 435030; in the data active = inhibition above about 12%;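 also: 0% = vehicle wells of infected cells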
Tat transport: E. coli Tat transport inhibition | E. coli MC4100 TorA-mCherry Tat export, fluorescence | inhibition, % at 10 µM | actives 0.036% (n = 340,000);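 active = mean replicate inhibition at least 50% and at least half of replicates individually reaching 50%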;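 also: exported cargo escapes ClpAP degradation while cytoplasmic cargo is degraded and loses fluorescence; 0% = median of neutral control wells and 100% = median of NaSCN control wells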
PKA-R2B act: activates the human PKA-R2B holoenzyme complex. P22694+P31323. activation, % at 11.4 µM. AID 504700. actives 0.079% (n = 340,000). PKA-R2B holoenzyme dissociation, Cy5-IP20 fluorescence polarization; R2B truncated from residue 108, S112A mutant; 0% DMSO only, 100% 113 µM cGMP;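 active = activation above a cutoff set at the mean over all compounds plus 3 SD, cut at about 18% in these data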;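 also: higher means more holoenzyme dissociation and a rise in polarization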
Target sequence (P31323 whole entry, looked up, other chains not shown, the tested form may be a part): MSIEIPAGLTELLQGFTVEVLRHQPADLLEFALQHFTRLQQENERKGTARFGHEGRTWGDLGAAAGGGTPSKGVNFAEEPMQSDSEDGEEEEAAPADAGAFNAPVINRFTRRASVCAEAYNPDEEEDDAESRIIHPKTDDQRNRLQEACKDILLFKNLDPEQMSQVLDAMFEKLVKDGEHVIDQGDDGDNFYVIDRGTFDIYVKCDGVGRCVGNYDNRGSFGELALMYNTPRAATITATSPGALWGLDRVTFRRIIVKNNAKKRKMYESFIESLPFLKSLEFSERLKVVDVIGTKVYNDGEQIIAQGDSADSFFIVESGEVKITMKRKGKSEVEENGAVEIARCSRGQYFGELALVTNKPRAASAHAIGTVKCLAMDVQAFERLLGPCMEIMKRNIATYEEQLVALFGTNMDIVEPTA
OPRM1-OPRD1 ag: OPRM1-OPRD1 heterodimerization agonism. cells, luminescence. AID 504326. activation, % at 9.3 µM. actives 0.3% (n = 340,000); in the data active = activation above about 18%;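 also: 0% = vehicle-treated cells and 100% = reference agonist; values of inactives mirror those of a sister screen read the other way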
phage Ecoli inh: E. coli growth loss with phage present; growth absorbance; inhibition, % at 11.9 µM; actives 0.26% (n = 360,000); in the data active = inhibition above about 11%
PfHsp90 yeast 2: inhibits growth of yeast expressing Plasmodium falciparum Hsp90; actives 0.32% (n = 310,000); S. cerevisiae expressing PfHsp90, BacTiter-Glo ATP, 48 h; yeast lacking PDR1 and PDR3 efflux regulators; inhibition, % at 9.4 µM;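 active = every replicate shows inhibition above about 80%, whatever the replicate mean, limit read from the data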;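 also: 0% = DMSO neutral controls and 100% = 20 µM radicicol positive controls; yeast relying on Plasmodium falciparum Hsp90 in place of its own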
Ecoli viability: reduces bacterial viability in AddAB counter-screen. inhibition, % at 11.9 µM. actives 0.27% (n = 330,000). E. coli V3065 growth, OD600 absorbance, 18 h;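 active = inhibition above the campaign's mean inhibition across all tested compounds plus 3 SD, cut at about 9.9% in these data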;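 also: uninfected addAB+ strain grown without phage in ampicillin broth; 0% = DMSO wells and 100% = ciprofloxacin 0.95 µg/ml wells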
Active calls of the source: *; . = no result given.

Order of results: HTR5A inv ctr	SUMO Mot1 rescue	PKA-R1A act	OPRM1-OPRD1 inv	AddAB inh	Tat transport	PKA-R2B act	OPRM1-OPRD1 ag	phage Ecoli inh	PfHsp90 yeast 2	Ecoli viability
> CCC(C)c1ccc(NC(=O)C2CC2)cc1 (stereo not given)
→ -1	24	-3	6	2.8	6	1	-1.0	4.2	30	0.0
> O=C(Cn1nnc(-c2ccc(CN3CCOCC3)cc2)n1)NC1CCCCC1
→ 9	-18	-7	-12	-2.4	3	0	2.4	2.1	.	-1.3
> CCOc1cc(N2CCOCC2)c(OCC)cc1NC(=O)Cn1cnnn1
→ 10	7	-6	2	2.0	14	-4	-0.5	4.2	-3	0.6
> COc1ccc(NC(=O)Nc2cc(C)cc(C)c2)cn1
→ 10	4	-5	-1	-1.5	-8	3	0.1	3.4	-7	-2.2
> CC(C)CNC(=S)N1CCC(C(=O)c2ccc(F)cc2)CC1
→ -4	12	-11	2	1.7	12	-3	-0.5	2.5	-4	1.3
> COc1ccc(CCNC(=O)CN(C2CCCCC2)S(C)(=O)=O)cc1
→ -18	10	10	7	2.7	-1	-2	-1.6	1.7	19	1.8
> CCCOc1ccc(C(=O)N2CCCC2)cc1OC
→ 6	-10	7	8	-0.2	-3	6	-1.5	2.0	.	0.2
> COc1ccc(CN2CCC(C(=O)Nc3ccc(Oc4cccnc4)cc3)CC2)c(C)c1C
→ 0	1	-4	-4	3.4	-5	-4	0.8	3.3	6	-1.4
> O=C(O)[C@H](Cc1ccccc1)NC(=O)N1CCC(Cc2ccccc2)CC1
→ 7	400	12	-2	0.7	-2	-2	0.4	1.7	3	0.3
> CC1CCCN(C(=S)NCc2ccccc2)C1 (stereo not given)
→ -12	.	0	0	1.6	-11	-8	0.1	2.2	5	1.9
> Oc1ccccc1Nc1nc(-c2ccccc2O)nc2ccccc12
→ -22	23	12	-18	.	-3	7	3.8	-1.0	5	.
> O=C(Nc1ccc(F)cc1)c1ccc(S(=O)(=O)NCC2CCCO2)cc1 (stereo not given)
→ 16	-15	-8	-13	-2.3	6	-3	2.1	2.8	17	-4.5
> CC(C)(C)OC(=O)N1CCN(C(=O)c2[nH]cnc2C(=O)Nc2ccon2)CC1
→ 0	-3	4	-1	2.3	-5	5	0.1	4.0	1	-0.4
> O=c1c2ccccc2[nH]c(=S)n1CCc1ccccc1
→ 6	4	0	-11	2.7	1	-3	2.4	3.2	-13	-0.5
> COc1cccc(N2CCN(C(=O)c3ccc4nc[nH]c4c3)CC2)c1
→ 12	1	1	14	1.8	-3	1	-2.6	1.7	-5	0.4
> O=C(N/N=C/c1c(O)ccc2ccccc12)c1[nH]ncc1Br
→ -8	-28	-4	-20	5.9	-15	12	2.9	4.8	-32	2.3
> c1ccc(Cc2nnc3sc(-c4ccccn4)nn23)cc1
→ -4	-4	-3	11	0.3	4	3	-2.1	2.2	10	0.1
> O=C1/C(=C/c2ccc(F)cc2)SC(=S)N1CC(=O)N1CCCCC1c1cccnc1 (stereo not given)
→ 10	66	-8	6	-0.6	4	0	-1.2	0.4	-5	-3.4
> CCOC(=O)C1=C(C(F)(F)F)Nc2ncnn2C1c1ccc(OC)c(OC)c1OC (stereo not given)
→ 12	7	-1	3	4.7	5	2	-0.5	2.0	2	1.6
> CC(=O)C(Cc1cnc(Cl)s1)(Cc1cnc(Cl)s1)C(C)=O
→ -4	11	-6	7	3.2	-6	8	-1.5	2.1	0	0.7
> CCS(=O)(=O)N1CCN(c2nc(-c3ccccc3)cs2)CC1
→ 8	3	7	-1	2.6	8	3	0.2	0.8	0	1.6
> COc1ccc(CCNC(=O)Cc2cccc(C(F)(F)F)c2)cc1OC
→ -7	-6	-2	14	1.1	-4	-2	-2.5	-1.7	1	-0.1
> O=C(CN(CCc1ccccc1)S(=O)(=O)c1ccc(Br)cc1)N/N=C/c1ccccc1C(=O)O
→ -2	-19	-3	3	2.7	1	-7	-0.6	0.8	-5	0.7
> O=C(Nc1ccccn1)c1ccc(CN(c2ccccc2)S(=O)(=O)c2ccccc2)cc1
→ -2	505*	-8	11	3.2	-1	-17	-2.4	5.0	13	0.4
> O=C(CCCN1C(=O)/C(=C/c2ccc3c(c2)OCO3)SC1=S)Nc1cccc(C(=O)O)c1
→ -6	137	-4	14	-0.2	9	-6	-2.7	0.0	-8	-1.7
> CCOCCCn1c(SC(C(=O)Nc2cc(C)ccc2C)c2ccccc2)nnc1-c1ccc(Cl)cc1 (stereo not given)
→ 8	-24	14	-2	33*	-3	-9	0.3	1.3	-13	68*
> O=C1CCC/C1=C/Nc1cccc(F)c1
→ -11	7	-1	16	3.6	-2	19*	-3.3	0.8	-13	-0.5
> CC(=O)CC1(O)C(=O)N(Cc2ccccc2)c2ccccc21 (stereo not given)
→ -4	13	-3	16	2.4	5	-8	-3.0	-0.1	67	-0.9
> Cc1ccc(Cl)cc1N1CCN(C(=O)COc2ccc(S(=O)(=O)NC(C)C)cc2)CC1
→ -31	-14	1	-7	-2.5	-1	-5	1.2	2.0	-14	-3.5
> Cc1c(Cl)cccc1NC(=S)N(Cc1cccnc1)Cc1ccccc1Cl
→ 0	42	-2	5	3.3	4	-3	-1.1	1.4	.	1.3
> COc1c(F)c(F)c(C(=O)O)c(Nc2cc(C)cc(C)c2)c1F
→ 6	28	-2	8	4.1	-2	-1	-1.6	4.8	12	-0.7
> CCN1C(=O)c2ccc(C(=O)NCc3ccccc3)cc2C1=O
→ -12	12	8	-7	-0.2	9	6	1.2	3.6	-20	-2.3
> CC1CCN(C(=O)CSc2nncn2C)CC1
→ -4	-26	-7	1	2.9	-16	-1	-0.1	2.7	21	1.1
> CCCc1cc(C(=O)NC2CCCCC2)no1
→ 2	-15	2	5	-3.5	-6	9	-0.8	4.8	-5	1.7
> Nn1c(COc2ccccc2F)nnc1SCC(=O)NC1CCCCC1
→ -7	-16	-2	8	1.9	-1	-1	-1.3	1.3	.	1.2
> CC(OC(=O)c1ccc(NC(N)=O)cc1)C(=O)Nc1ccc2c(c1)OCCO2 (stereo not given)
→ -8	-10	-1	0	-0.6	-3	-4	-0.1	3.5	.	-1.5
> COCCCn1c(SCC(=O)NCc2ccccc2)nc2ccccc2c1=O
→ -11	-7	-1	14	0.1	-5	-5	-2.4	-0.1	5	0.1
> c1ccc(CN2CCN(c3ncccn3)CC2)cc1
→ -5	-15	-1	11	4.0	1	-6	-2.1	-3.4	18	0.7
> CC1=NN(c2ccc(C)cc2C)C(=O)C1C(c1ccccc1O)C1C(=O)N(c2ccc(C)cc2C)N=C1C (stereo not given)
→ -14	-11	-12	7	2.5	1	-2	-1.3	1.7	-18	1.5
> COc1cccc(C2C(C(=O)c3ccc(C)o3)=C(O)C(=O)N2CCN2CCOCC2)c1OC (stereo not given)
→ -17	7	-6	10	1.0	-6	-1	-1.9	2.5	-1	-2.5
> COc1ccc(C(C(=O)NC2CCCC2)N(C(=O)c2snc(-c3ccc(F)cc3)c2N)c2ccc(OC)cc2)cc1 (stereo not given)
→ 15	-39	-4	-9	3.2	-5	-3	1.8	2.1	6	-1.0
> Cc1ccc(S(=O)(=O)NCCC(=O)NCC(c2ccco2)N2CCCCC2)cc1C (stereo not given)
→ 16	-16	-8	-49	-2.4	-8	-12	9.4	3.5	20	-0.7
> COc1ccccc1NC(=O)CSc1ccc(-c2ccccn2)nn1
→ -2	19	2	6	11	1	3	-1.0	12*	38	9.1
> CC(=O)NC1CC2CCCC(C1)N2C(=O)Nc1ccc(Cl)c(C(F)(F)F)c1 (stereo not given)
→ -1	.	-2	10	1.2	0	2	-1.7	2.5	0	-0.5
> O=C1CCC(C(=O)OC(C(=O)c2c[nH]c3ccccc23)c2ccccc2)=NN1 (stereo not given)
→ 3	4	-11	-2	5.5	3	-13	0.3	3.7	-4	1.5
> CCNC(=S)N(Cc1c(C)noc1C)c1ccccc1
→ 8	140	-4	-4	3.3	-4	-2	0.9	-0.5	6	-0.4
> Cc1nc(Nc2ccc3c(c2)OCO3)c2oc3ccccc3c2n1
→ -11	.	-11	11	-0.8	0	-15	-2.0	1.1	5	-3.7
> CCN(C(=O)c1coc(=O)c(Br)c1)c1ccc2c(c1)OCO2
→ -16	1	8	-25	-3.4	-2	1	4.2	-5.6	7	-1.7
> COCCCNC(=O)c1ccc(CN2CCc3ccccc3C2)cc1
→ -54	-6	2	-6	1.4	-8	-7	1.2	2.4	-19	0.1
> Cc1ccc(N2C(=O)NC(C(F)(F)F)(C(F)(F)F)C3=C2CC(C)(C)CC3=O)cc1
→ -11	-21	-2	6	1.9	5	-8	-1.1	4.1	10	1.6

Following part.
Order of results: HTR5A inv ctr	SUMO Mot1 rescue	PKA-R1A act	OPRM1-OPRD1 inv	AddAB inh	Tat transport	PKA-R2B act	OPRM1-OPRD1 ag	phage Ecoli inh	PfHsp90 yeast 2	Ecoli viability
> COc1ccccc1N1CCN(S(=O)(=O)CCNC(=O)C2CC2)CC1
→ 11	-7	-8	6	0.9	-1	-6	-0.9	1.8	-14	-0.3
> Cc1cccc(NC(=O)/C(C#N)=C\c2cc(C)n(-c3ccc(C(=O)O)cc3)c2C)c1
→ 2	-7	-2	20	0.7	-6	-9	-4.2	2.0	-5	0.1
> Cc1ccc2nnn(Cc3cccc(C(C)(C)C)c3O)c2c1
→ -8	-10	-15	-35	3.4	14	-1	6.4	1.0	-12	2.7
> Cc1csc(NC(=O)CCCSc2nc3ccccc3s2)n1
→ -3	-20	2	-16	1.6	3	-8	3.6	2.1	.	1.8
> COc1cc(OC)cc(C(=O)Nc2ccc(N3CCOCC3)cc2N2CCOCC2)c1
→ -1	-7	5	-2	0.6	2	5	0.6	0.6	.	1.2
> O=C1CCC(C(=O)Nc2ccc(OC(F)F)cc2)N1 (stereo not given)
→ -5	-13	-3	4	1.2	-11	8	-0.8	-0.5	.	0.4
> CCn1c(C(=O)N2CCc3ccccc3C2)cc2sccc21
→ 7	-7	0	-7	1.2	21	-4	1.3	2.5	-3	1.5
> Cc1ccc(NC(=O)c2cccs2)cc1NC(=O)c1cccnc1
→ -15	-4	-16	16	0.9	-23	3	-3.1	3.2	24	0.3
> Cc1nc(NC(=O)CSc2nc3cccnc3n2C2CCCCC2)sc1C
→ -13	4	-3	-14	2.0	-1	-4	2.7	2.5	-29	-1.6
> Cc1cc(CN2CCN(CCC#N)CC2)c(O)c(C2(C)CCCCC2)c1
→ -19	.	-8	-3	-0.9	5	-16	0.6	1.8	-5	-0.8
> COC(=O)CCc1c(C)c(C(=O)c2cc(F)c(F)c(F)c2F)c2ccccn12
→ -23	143	-13	-70	1.4	18	-12	13	4.4	-9	2.0
> CC(C)OCC(O)Cn1c(N2CCCC2)nc2c1c(=O)[nH]c(=O)n2C (stereo not given)
→ 10	-1	-4	-2	-0.7	2	3	0.3	5.6	6	-4.2
> CSc1ccc(NC(=O)NCc2cccnc2)cc1
→ -19	-11	3	12	-1.1	9	5	-2.6	3.6	-2	0.5
